Bioassay records (PubChem)
NS5 inhibitors: Dengue-2 NS5 methyltransferase inhibitors, primary screen, biochemical, confirmation dose response (AID 588689); Dengue-2 NS5 methyltransferase capping enzyme assay, biochemical; higher % means a stronger effect; inhibition, % at 25 µM; hits with a dose series show IC50 in µM; actives 0.3% (n = 340,000); in the data active means a potency from the dose series; inconclusive means inhibition above about 29% without an active follow-up result
Myeloid diff 2: promotes myeloid progenitor differentiation; calls only at 10 µM; actives 1% (n = 360,000); ER-HoxA9 myeloid progenitors, lysozyme-GFP differentiation, flow cytometry;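 active means normalized GFP-positive differentiation at or above the plate's own cutoff, the solvent-only control mean plus 3 SD; inconclusive means no clear call, values can overlap the other calls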;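 further: cells exposed to compound for four days before flow analysis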
NS5 inhibitors pilot replicate: also measured in NS5 inhibitors; calls as there; inhibition, %; measured here: pilot screen replicate inhibition
Myeloid diff 2 GFP+ MAC1+ %: also measured in Myeloid diff 2; calls as there; GFP+ MAC1+ double positive, %; measured here: differentiation confirmed by MAC1 staining
* = called active by the depositor; i = inactive; ? = inconclusive; nt = not tested or not shown; & = joins results of further samples. Some of the compounds tested; the hit share may differ from the screen's.

SMILES	NS5 inhibitors	Myeloid diff 2	Myeloid diff 2 GFP+ MAC1+ %	others
COc1cc(CNC(=O)C2CC(O)CN2C(=O)Nc2ccccc2)cc(OC)c1OC (stereo unspecified)	-3%	i	0.5
COC(=O)[C@H](CCSC)NC(=O)Cn1cnc(C(=O)Nc2ccc(C)c(C)c2)n1	0%	i	0.6	NS5 inhibitors pilot replicate=3.7
CCCN(C(=O)COC(=O)c1[nH]c(C)c(C(=O)OC)c1C)c1c(N)n(Cc2ccccc2)c(=O)[nH]c1=O	-11%	i	0.8
COc1ccc(CCc2ccc3cc(OC)ccc3n2)cc1	2%	i	0.7
CCN(CC(=O)Nc1ccc(NC(C)=O)cc1)C(=O)c1ccc(COc2ccc(C(C)(C)C)cc2)cc1	1%	i	1.2
O=C(/C=C/c1cccs1)c1cc(F)ccc1OC(=O)N1CCOCC1	2%	i	0.0
COCCN(Cc1ccccc1)C(=O)c1ccc2c(c1)NC(=O)CS2	0%	i	0.5
COC(=O)c1ccc(C2=NOC(C)(c3nnc(Cc4ccccc4)o3)C2)cc1 (stereo unspecified)	-10%	i	0.9
CN(Cc1ccc(F)cc1)C(=O)CNC(=O)c1ccc2c(c1)OCO2	1%	i	0.6
O=C(Nc1ccccc1N1CCCC1)C1CCN(S(=O)(=O)c2ccccc2)CC1	4%	i	1.6
CCOC(=O)[C@H]1[C@H]2COc3ccc(C)cc3[C@@H]2N2C(=O)c3cc(OC)c(OC)cc3NC(=O)[C@@]12C	-9%	i	2.2
Cc1ccc(C(=O)NCC(=O)OCCCOC(=O)CNC(=O)c2ccc(C)c(C)c2)cc1C	-6%	i	1.0
COc1ccc(C2(C)NC(=O)N(CC(=O)Nc3ccc4[nH]c(=O)[nH]c4c3)C2=O)cc1 (stereo unspecified)	-1%	i	0.7
COc1ccc(NS(=O)(=O)c2cccs2)cc1S(=O)(=O)N1CCCCC1	-7%	i	0.6
COc1ccc(C2=Nn3c(nnc3-c3ccccc3Cl)SC2)cc1OC1CCCC1	-6%	i	1.4
Cc1ccc(C(=O)N[C@H](C(=O)Nc2cccc(S(=O)(=O)N3CCOCC3)c2)C(C)C)cc1	-2%	i	1.0
COc1ccc(NC(=O)CN(C)C(=O)c2oc3c(ccc4ccccc43)c2C)cc1	-10%	i	0.9
O=C(COc1ccccc1)NCC(=O)Nc1ccncc1	0%	i	1.6
CC(Oc1ccc(Br)cc1)C(=O)Nc1ccc(N2CCOCC2)cc1N1CCOCC1 (stereo unspecified)	-7%	i	0.3
CCOc1ccc(NC(=O)CN(C)C(=O)c2cccc3ccccc23)cc1OCC	4%	i	0.9
CCN(CC(=O)Nc1cc(Cl)ccc1-n1cncn1)Cc1nc2ccccc2c(=O)[nH]1	2%	i	0.8
C=CCC[C@@H](Cc1ccc(F)cc1)C(=O)OC[C@@H](Cc1c[nH]c2ccccc12)NC(=O)[C@H](CC=C)CC(=O)N(CCO)Cc1ccccc1	-7%	i	2.1
NC(=O)C1CCN(C(=O)C(Cc2ccccc2)NC(=O)c2ccccc2)CC1 (stereo unspecified)	-1%	i	0.7
O=C(O/C(=C/c1ccccc1)C(F)(F)F)c1ccccc1	1%	i	0.7
Cc1ccc(NC(=O)c2ccc(S(=O)(=O)N(C)c3ccccc3)cc2)cc1S(=O)(=O)N1CCOCC1	-1%	i	1.7
CN(NC(=O)Nc1ccc(Cl)cc1)c1ncc(C(F)(F)F)cc1Cl	-5%	i	1.8
O=C(Nc1ccc(S(=O)(=O)N2CCCC2)cc1)c1cncc(Br)c1	2%	i	0.2
CCOC(=O)N1CC(C)N(CC(O)CN2CCOCC2)CC1C (stereo unspecified)	4%	i	0.5
CN(C)C(=O)CCc1ccc2c3c([nH]c2c1)[C@]1(CCc2ccccc2)[C@@H](C(=O)N2CCCCC2)C[C@H](CC(=O)NCCC2=CCCCC2)C(=O)N1CC3	0%	i	0.4	NS5 inhibitors pilot replicate=0.0
O=C(COC(=O)c1ccc(Cl)nc1)NNC(=O)c1ccc(Br)cc1	0%	i	0.6
CCN(CC)C(=O)COc1ccc(/C=N/NC(=O)c2cc(-c3ccccc3OC)nc3ccccc23)cc1OC	10%	i	0.5
CCCCn1c(N)c(N(CCC(C)C)C(=O)COC(=O)Cc2ccc(Cl)cc2)c(=O)[nH]c1=O	-1%	i	0.2
CCOC(=O)[C@H]1[C@H]2COc3ccc(OC)cc3[C@@H]2N2C(=O)CN(Cc3ccc(F)cc3)C(=O)[C@@]12C	-15%	i	1.5
CN(Cc1nc(-c2ccc(Cl)cc2)no1)C(=O)c1ccc2c(c1)OCO2	-6%	i	0.5
O=C(CCNC(=O)c1ccccc1Cl)NCCC1=CCCCC1	-2%	i	1.3
CS(=O)(=O)c1ccccc1-c1nnc(NC(=O)CCS(=O)(=O)c2ccc(Cl)cc2)o1	-10%	i	1.3
O=C1C=CC(c2ccccc2)(c2ccccc2)CC1	6%	i	1.3
CN(C)c1ccc(/C=C2\Oc3ccc(C#Cc4cccc(N)c4)cc3C2=O)cc1	?	i	3.0
CC(C)=C(NC(=O)c1ccccc1Cl)C(=O)NCCc1nc2ccccc2[nH]1	3%	i	1.3
COc1ccccc1C(=O)NS(=O)(=O)c1ccc(C)cc1	-1%	i	1.2
CCCCN1CCN=C1N(C)C	2%	i	1.0
NC(=O)Nc1ccc(C(=O)OCC(=O)Nc2sccc2C(N)=O)cc1	-7%	i	0.7
CC(Sc1nnnn1C1CC1)C(=O)N1CC(=O)Nc2ccccc21 (stereo unspecified)	-2%	i	2.1
COc1ccc(NC(=O)C2CCC(C(C)(C)C)CC2)cc1S(=O)(=O)N1CCOCC1 (stereo unspecified)	-1%	i	0.6
CC(C)CN1C(=O)C(=O)N(CC(=O)NC(C)CCc2ccccc2)C1=O (stereo unspecified)	-9%	i	0.1
COc1ccc(S(=O)(=O)N(C)C[C@@H]2OCCCC[C@H](C)Oc3ccc(NC(=O)Nc4ccc(C(F)(F)F)cc4)cc3C(=O)N([C@H](C)CO)C[C@H]2C)cc1	3%	i	0.6
COc1cc(C(=O)N2CCN(c3cccc(C(F)(F)F)c3)CC2)ccc1OCC(=O)N1CCOCC1	-8%	i	0.9
CN(CC(=O)Nc1c(Cl)cccc1Cl)C(=O)Cn1[nH]c(=O)c2ccccc2c1=O	-6%	i	0.3
CC(CCc1ccccc1)NC(=O)COC(=O)c1cccnc1Cl (stereo unspecified)	2%	i	0.7
CCSc1ccc([C@@H]2[C@@H]3C(=O)N(CC)C(=O)[C@@H]3[C@]3(C(=O)OC)CCCCN23)cc1	-2%	i	1.8
Other records.
SMILES	NS5 inhibitors	Myeloid diff 2	Myeloid diff 2 GFP+ MAC1+ %	others
CC1=C(N2CCOCC2)CCC1=O	-7%	i	1.6
OCCNc1nnc(-c2ccccc2)c(-c2ccccc2)n1	-5%	i	0.8
Cn1cccc1C(=O)OCC(=O)c1c[nH]c2ccccc12	0%	i	0.6
CCN(CC)c1ccc(/C=C2\CCC(/C=C(/C#N)C(=O)Nc3ccccc3F)=C2N2CCOCC2)cc1	-29%	i	5.0
Nc1ccc(C(=O)O)cc1	-7%&-14%&8%	i	6.8&2.5&1.9
Cc1sc2nnn(CC(=O)N3CCN(C(=O)c4ccco4)CC3)c(=O)c2c1C	-6%	i	7.0
Cc1cc(-n2c(C)cc(C(=O)COc3cc(F)ccc3[N+](=O)[O-])c2C)no1	0%	i	1.7
CC[C@H](C)/C=C/C1=CC2=C(Cl)C(=O)[C@@]3(C)OC(=O)C(C(=O)[C@H](C)[C@@H](C)O)=C3C2=CO1	?	i	3.6
O=C(CCC1CCCC1)N1CCN(S(=O)(=O)c2ccc(Br)cc2)CC1	-4%	i	0.2
COc1ccccc1CNC(=O)C1CC2Cn3c(nc4cc5ccccc5cc43)C2N1C (stereo unspecified)	-13%	i	2.0
CC(=O)c1c(C)[nH]c(C(=O)N2CCN(S(=O)(=O)c3ccc(F)c(F)c3)CC2)c1C	-1%	i	0.5
COc1ccc(S(=O)(=O)N2CCN(C(=O)CCNC(=O)c3ccccc3Cl)CC2)cc1	-1%	i	0.9
Cc1cccc(N2CCN(C(=O)c3ccccc3SCC(=O)N3CCCC3)CC2)c1C	-8%	i	0.1
Cc1noc(C)c1NC(=O)N(C)C[C@H]1Oc2c(NC(=O)Nc3ccc4c(c3)OCO4)cccc2C(=O)N([C@H](C)CO)C[C@@H]1C	-29%	i	0.6
CCn1nc(C(=O)NNC(=O)c2ccc(OC(F)F)cc2)c2ccccc2c1=O	-12%	i	0.9
COc1cccc(OCC(=O)N2CCC3(CC2)CC(=O)c2ccccc2O3)c1	1%	i	0.7
CC(Sc1nnc(-c2cccs2)n1C1CC1)C(=O)NCC1CCCO1 (stereo unspecified)	-1%	i	1.1
CC(Sc1nnc(C2CC2)n1-c1ccccc1)C(=O)N1CCCC1 (stereo unspecified)	-4%	i	1.3
O=C(CSC1=NS(=O)(=O)c2cc(F)ccc2N1)NCc1ccc(F)cc1	-4%	i	0.8
COc1ccccc1NC(=O)N(C)C[C@H]1Oc2cc(Br)ccc2S(=O)(=O)N([C@H](C)CO)C[C@H]1C	-3%	i	0.1
CC(C)c1ccccc1N=C1SCCCN1C(=O)c1cccc(N2C(=O)CCC2=O)c1	3%	i	2.1
O=S1(=O)CCN(C2CC2)CC1	1%	i	0.5
CCOC(=O)C1OC2(CCCC2)OC1C(=O)OCC (stereo unspecified)	-1%	i	0.5
Cc1ccc([N+](=O)[O-])cc1S(=O)(=O)Nc1ccc(-c2ccc(N3CCCC3)nn2)cc1	-7%	i	1.2
COCOc1cc(O)c(C(=O)/C=C/c2ccccc2)c(OCOC)c1	-29%	i	2.3
Cc1ccc(C2(C)NC(=O)N(CC(=O)Nc3nc(-c4ccccn4)cs3)C2=O)cc1 (stereo unspecified)	-3%	i	4.5
CC(CSc1n[nH]c(=S)s1)c1ccccc1 (stereo unspecified)	-11%	i	0.7
CC(=O)C[C@H]1c2cc(C(F)(F)F)ccc2S(=O)(=O)N1c1ccc(N(C)C)cc1	1%	i	1.8
Cc1nc(NC(=O)COC(=O)C(C)NC(=O)c2ccccc2)c(Cl)cc1Cl (stereo unspecified)	7%	i	0.7
CC1CC(C)CN(C(=O)COC(=O)c2ccc3ccccc3n2)C1 (stereo unspecified)	3%	i	0.9

Random excerpt: four entries already listed
SMILES	NS5 inhibitors	Myeloid diff 2	Myeloid diff 2 GFP+ MAC1+ %	others
CC(CSc1n[nH]c(=S)s1)c1ccccc1 (stereo unspecified)	-11%	i	0.7
CCOC(=O)C1OC2(CCCC2)OC1C(=O)OCC (stereo unspecified)	-1%	i	0.5
CC(C)c1ccccc1N=C1SCCCN1C(=O)c1cccc(N2C(=O)CCC2=O)c1	3%	i	2.1
O=S1(=O)CCN(C2CC2)CC1	1%	i	0.5

Taken from above, 5 compounds:
SMILES	NS5 inhibitors	Myeloid diff 2	Myeloid diff 2 GFP+ MAC1+ %	others
Cc1ccc(C2(C)NC(=O)N(CC(=O)Nc3nc(-c4ccccn4)cs3)C2=O)cc1 (stereo unspecified)	-3%	i	4.5
CC(CSc1n[nH]c(=S)s1)c1ccccc1 (stereo unspecified)	-11%	i	0.7
CC(=O)C[C@H]1c2cc(C(F)(F)F)ccc2S(=O)(=O)N1c1ccc(N(C)C)cc1	1%	i	1.8
Cc1nc(NC(=O)COC(=O)C(C)NC(=O)c2ccccc2)c(Cl)cc1Cl (stereo unspecified)	7%	i	0.7
CC1CC(C)CN(C(=O)COC(=O)c2ccc3ccccc3n2)C1 (stereo unspecified)	3%	i	0.9

(further entries)
SMILES	NS5 inhibitors	Myeloid diff 2	Myeloid diff 2 GFP+ MAC1+ %	others
O=C1CCN(CCCN2CCC(=O)NC2=S)C(=S)N1	0%	i	0.8
CCCCn1c(N)c(N(CCC(C)C)C(=O)Cc2ccc(S(=O)(=O)N3CCOCC3)s2)c(=O)[nH]c1=O	-2%	i	0.7
CCOC(=O)c1sc(NC(=O)CSCc2c(C)noc2C)nc1C	-7%	i	2.0
COc1cc2c(cc1OC)C(c1cc(OC)c(OC)c(OC)c1)C1(O)C(=O)OCC1(O)C2 (stereo unspecified)	2%	?	nt
O=C(Nc1ccc(C(=O)N2CCCCC2)cc1)C1CCC1	0%	i	0.1
CCOC(=O)c1c(C)[nH]c(C(=O)COC(=O)c2cnccn2)c1C	-6%	i	0.8
CCOC(=O)c1c(C)[nH]c(C(=O)NCc2ccccn2)c1C	-1%	i	0.8
Cc1nn(CC(=O)N(C)C)c(C)c1S(=O)(=O)N1CCOCC1	-5%	i	0.2
Cc1cc(C)cc(OCC(=O)NNC(=O)c2ccccn2)c1	1%	i	0.5
CN(CCO)C(=O)c1nc[nH]c1C(=O)N1CCN(C(=O)OC(C)(C)C)CC1	4%	i	0.8
CCCCn1c(SCC(=O)Nc2ccc(C)c(S(=O)(=O)N3CCOCC3)c2)nnc1C(CC)N(C)C (stereo unspecified)	1%	i	0.3
CCN(C(=O)CSc1nc2ccccc2n1C)C1CCS(=O)(=O)C1 (stereo unspecified)	2%	i	0.3
